# Assay outcomes (PubChem)
# p97 inhibitor: inhibitors of human p97 ATPase, primary screen, biochemical. recombinant p97 ATPase, Kinase-Glo ATP luminescence, 3 h. AID 1481, 2009. Transitional endoplasmic reticulum ATPase (Homo sapiens), P55072. 220,000 compounds, 0.42% hits. inhibition, % at 8 µM; in the data active = inhibition above about 15%;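 note: 0% = DMSO vehicle and 100% = wells lacking enzyme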
# hK5 inh: human KLK5 protease inhibitors, primary screen, biochemical, 1536-well | Kallikrein-5 (Homo sapiens), Q9Y337 | recombinant hK5, fluorogenic AMC substrate cleavage | inhibition, % at 5 µM | 210,000 compounds, 0.59% hits | AID 873, 2007;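 active = inhibition of 40% or more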;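 note: 0% = enzyme controls without compound and 100% = no-enzyme blanks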
# PERK inhibitor: block of dimerizer-induced PERK translation repression, primary screen, PERK inhibitor project, CHO PERK-DD cells, SEAP luminescence, HTS. CHO PERK-DD fusion, SEAP luminescence translation reporter. Eukaryotic translation initiation factor 2-alpha kinase 3 (Homo sapiens), Q9NZJ5. inhibition, % at 5.6 µM. 220,000 compounds, 0.17% hits. AID 1416, 2008;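 active = inhibition above the mean inhibition of all tested compounds plus 3 SD, set separately per screening campaign, cut at about 2.9% in these data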;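 note: PERK kinase domain activated by AP20187 dimerizer at 100 nM; 0% = DMSO with dimerizer and 100% = rapamycin at 8.4 µM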
# Wee1 degr inh: Wee1 degradation inhibitors, primary screen, cell-based, HeLa, Wee1K328M-luciferase, luminescence; Wee1-like protein kinase (Homo sapiens), P30291; 220,000 compounds, 1.2% hits; HeLa Luc-Wee1K328M stability; 100% = proteasome inhibitor MG132 effect; reporter increase, % at 5 µM;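 active = activation above the mean of all tested compounds plus 3 SD, set per screening run, cut at about 8.8% in these data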;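 note: cells exposed to compound for 20 h before luminescence read; 0% = DMSO alone and 100% = MG132 at 30 µM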
# KCC2 mod: KCC2 cotransporter modulators, thallium flux, primary screen, cell-based, HEK293 KCC2, FluoZin-2 fluorescence, MLSMR | AID 1456, 2008 | Solute carrier family 12 member 5 (Homo sapiens), Q9H2X9 | 190,000 compounds, 2.2% hits | B-score of Tl+ flux slope (higher = more flux/activation; lower = inhibition) at 10 µM | KCC2 cells, thallium flux FluoZin-2 fluorescence;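 active = thallium flux slope and its plate-corrected score both differing from the plate sample mean at a set confidence after two filtering rounds, in either direction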;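 note: slope of fluorescence scaled to starting intensity during 10 to 20 s after thallium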
# Target sequence (Q9H2X9 whole entry, looked up): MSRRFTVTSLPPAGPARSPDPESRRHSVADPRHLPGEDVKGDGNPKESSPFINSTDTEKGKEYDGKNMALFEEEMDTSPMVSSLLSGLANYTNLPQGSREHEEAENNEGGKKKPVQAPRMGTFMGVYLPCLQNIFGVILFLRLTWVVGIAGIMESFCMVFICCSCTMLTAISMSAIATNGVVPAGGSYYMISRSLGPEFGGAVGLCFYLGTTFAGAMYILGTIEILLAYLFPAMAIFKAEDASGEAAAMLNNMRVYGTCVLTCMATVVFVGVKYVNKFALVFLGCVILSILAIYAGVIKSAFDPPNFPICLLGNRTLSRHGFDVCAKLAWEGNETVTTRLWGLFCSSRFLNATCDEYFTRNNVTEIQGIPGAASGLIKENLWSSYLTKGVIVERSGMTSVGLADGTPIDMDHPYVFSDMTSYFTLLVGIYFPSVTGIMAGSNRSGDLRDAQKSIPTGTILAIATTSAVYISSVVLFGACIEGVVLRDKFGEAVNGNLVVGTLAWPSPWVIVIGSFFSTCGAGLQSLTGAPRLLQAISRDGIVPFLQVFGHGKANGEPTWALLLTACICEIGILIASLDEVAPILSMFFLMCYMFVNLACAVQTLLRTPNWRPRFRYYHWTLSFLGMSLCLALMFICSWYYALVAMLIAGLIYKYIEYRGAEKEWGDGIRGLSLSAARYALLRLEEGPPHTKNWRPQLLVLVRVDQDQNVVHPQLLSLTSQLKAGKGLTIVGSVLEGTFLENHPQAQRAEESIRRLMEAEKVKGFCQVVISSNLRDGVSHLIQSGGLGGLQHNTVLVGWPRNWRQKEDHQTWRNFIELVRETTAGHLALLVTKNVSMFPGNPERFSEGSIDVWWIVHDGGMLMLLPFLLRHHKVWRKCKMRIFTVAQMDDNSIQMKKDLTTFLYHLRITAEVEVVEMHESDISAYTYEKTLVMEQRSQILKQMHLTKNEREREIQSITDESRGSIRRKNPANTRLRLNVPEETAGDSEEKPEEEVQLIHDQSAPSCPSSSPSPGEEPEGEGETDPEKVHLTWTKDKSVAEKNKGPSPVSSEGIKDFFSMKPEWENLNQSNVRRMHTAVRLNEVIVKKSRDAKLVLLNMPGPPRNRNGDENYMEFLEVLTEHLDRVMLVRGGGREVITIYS
# FXIa inh: human FXIa protease inhibitors, primary screen, biochemical, 1536-well | Coagulation factor XI (Homo sapiens), P03951 | purified FXIa, Boc-Glu-Ala-Arg-AMC fluorogenic substrate | inhibition, % at 5 µM | 220,000 compounds, 0.14% hits;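 active = inhibition of at least 40%; inactive = inhibition below 40%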;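 note: fluorescence of freed AMC excited at 355 nm; 0% = enzyme without compound and 100% = no enzyme blank; many of its hits are not listed in these tables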
# Furin inhibitor: human furin inhibitors, primary screen, biochemical, fluorescence intensity | inhibition, % at 30 µM | AID 463115, 2010 | 220,000 compounds, 0.061% hits | purified furin, fluorogenic substrate cleavage | P09958; in the data active = inhibition above about 25%; note: inactives centre near -15
# thrombin 1536: human alpha-thrombin inhibitors, primary screen, counter-screen for coagulation protease inhibitor project, biochemical, 1536-well, fluorogenic AMC substrate | Prothrombin (Homo sapiens), P00734 | Boc-VPR-AMC fluorogenic substrate cleavage | inhibition, % at 5 µM | 220,000 compounds, 0.26% hits | AID 1046, 2008;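 active = inhibition at or above 40%; inactive = inhibition below 40%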;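 note: 0% = enzyme with no compound and 100% = wells without enzyme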
#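 Test system: human alpha-thrombin protein / Dosing: one concentration per compound, 5 µM, with 0.2% DMSO / Medium: pH 7.5 Tris-saline with Tween 20 / Benchmarks: no-compound enzyme wells and no-enzyme blanks / Read-out basis: percent inhibition of thrombin substrate cleavage / Timing: reaction at room temperature / Measured by: fluorescence, ex 355 nm, em 460 nm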
# FXIIa inh 1536: human FXIIa protease inhibitors, primary screen, biochemical, 1536-well | Coagulation factor XII (Homo sapiens), P00748 | purified FXIIa, Boc-QGR-AMC fluorogenic substrate, 2 h | inhibition, % at 5 µM | 220,000 compounds, 0.3% hits | AID 800, 2007; in the data active = inhibition above about 40%;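 note: 0% = enzyme with no compound and 100% = blank without enzyme; many of its hits are not listed in these tables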
# Starred values were filed as active, the others as inactive; x = not tested or not shown; [ ] = another dose, or the depositor's remark.
SMILES,p97 inhibitor,hK5 inh,PERK inhibitor,Wee1 degr inh,KCC2 mod,FXIa inh,Furin inhibitor,thrombin 1536,FXIIa inh 1536
Cc1nn(Cc2ccccc2Cl)c(C)c1C(=O)NC1=NCCS1,8,-21,0.2,6,1,4,-14,4,15
CCCCn1c(Cc2ccccc2)n[nH]c1=S,1,-1,0.4,0,0.11,0,-19[20 µM],-7,-2
CO/N=C/C(=N\Nc1ccc(C)cc1)C(=O)c1ccc(OC)cc1,3,3,0.8,1,-0.11,4,-22[20 µM],-1,16
CCc1cccc(NC(=O)c2ccc(Br)o2)c1,1,-10,0.3,3,x,-5,-18[20 µM],-4,6
COc1ccc(CC(=O)N2CCCC(C)C2)cc1 (stereo not drawn),0,1,-0.2,-2,-0.083,-2,-19[20 µM],-1,3
CCCCOC(=O)Oc1ccc2c(=O)c(Oc3cc(C)cc(C)c3)coc2c1,2,-15,0.5,0,-2.1,3,-17,-5,1
Cc1ccc(C=C2C(=O)c3ccccc3C2=O)o1,1,-9,0.6,0,0.028,2,-2,-5,14
CCc1ccccc1N(CC(=O)N1CCN(c2ccccc2F)CC1)S(C)(=O)=O,-4,-21,-0.2,-3,0.12,5,-25[20 µM],1,15
COC(=O)NCc1ccc(CNC(=O)OC)cc1,8,-1,1.6,-3,x,2,-14,5,16
O=C(NCC1CCS(=O)(=O)C1)NCC1CCS(=O)(=O)C1 (stereo not drawn),-4,-7,-0.3,0,x,-3,-15,1,7
O=C1OCC(CO)(CO)N=C1NNc1ccccc1Cl,2,2,1.4,-1,0.32,0,-13[20 µM],1,5
NNC(=O)c1nc(-c2cccc(-n3cccc3)c2)no1,7,2,1.5,1,-0.023,3,-20,0,9
CCc1ccc(NC(=O)C(C)OC(=O)c2ccc(NS(=O)(=O)c3ccc(C)c([N+](=O)[O-])c3)cc2)cc1 (stereo not drawn),-1,-15,0.4,0,-0.076,6,-16,-5,5
COc1ccc(NC(=O)c2nc[nH]c2C(=O)N[C@@H](CC(C)C)C(=O)OC(C)(C)C)cc1,x,0,x,x,-0.83,0,-22,-1,6
CCOCCn1c(CN2CCN(C)CC2)nc2c1c(=O)n(C)c(=O)n2C,x,2,x,x,-0.034,2,-32,-3,10
CC(C)NC(=O)NC(=O)COC(=O)c1cc[n+]([O-])cc1,3,-3,-0.5,0,1.2,-2,-13,-4,3
COc1cc(/C=N/Nc2nc(Nc3ccc(C)cc3)nc(-n3nc(C)cc3C)n2)cc(OC)c1OC,-3,-85,-2.5,-1,-0.99,-6,-25[20 µM],-5,5
O=C(CCSc1ccc(Cl)cc1)N1CCN(c2ccc(O)cc2)CC1,1,-3,0.4,-2,-0.065,-3,-9,-14,1
Cc1ccc(/C(O)=C2\C(=O)C(=O)N(CC(C)O)C2c2ccc(N(C)C)cc2)cc1 (stereo not drawn),5,4,1.9,5,0.47,2,-14,1,16
CCc1cc(=O)n2c([nH]c3ccccc32)c1C#N,5,-5,1.4,0,-1.4,2,-13[20 µM],-5,6
O=C(Nc1nc(-c2ccccc2)cs1)c1ccc(Br)o1,-1,4,-0.2,-1,x,1,-13,8,10
CN(CCOC(=O)C1c2ccccc2Oc2ccccc21)C(C)(C)C,1,-24,0.8,0,0.67,1,-7[20 µM],2,8
COc1cc(C(=O)NC(=S)Nc2ccc(NC(=O)c3ccco3)cc2)cc(OC)c1OC,-5,-6,-1.3,3,0.25,2,-15,-5,6
CCN(CC)c1ccc(N2C(=O)/C(=C/c3cccs3)SC2=S)cc1,1,4,0.9,-1,0.09,4,-26[20 µM],-19,-4
CC1CC(C)CN(C(=O)COc2ccc(-c3nnco3)cc2)C1 (stereo not drawn),-2,22,0.5,-3,x,6,-12,2,11
SMILES,p97 inhibitor,hK5 inh,PERK inhibitor,Wee1 degr inh,KCC2 mod,FXIa inh,Furin inhibitor,thrombin 1536,FXIIa inh 1536
CCOc1cccc(OCCOCCn2cnc3ccccc3c2=O)c1,-5,5,-2.9,2,0.38,7,-6[20 µM],3,21
CC(=O)c1ccc2c(c1)C1C=CCC1C(c1ccc(S(=O)(=O)N3CCOCC3)cc1)N2 (stereo not drawn),5,-24,0.3,0,1.1,9,-14,-2,12
O=C(COC(=O)CCc1ccc(S(=O)(=O)N2CCOCC2)cc1)NC1CCCC1,3,-9,1.2,-1,0.29,3,-19,-6,6
Brc1ccc2nc(-c3ccncc3)c(NC3CCCC3)n2c1,-1,-9,-1.0,-2,-0.057,-5,0,1,0
O=C(N/N=C/C=C/c1ccccc1[N+](=O)[O-])c1cc(-c2cccnc2)nc2ccccc12,0,-18,-1.0,2,-2.1,9,-21,0,10
CCCCCC(=O)N1CC2(CC(c3cccc(NC(=O)[C@@H]4CCC(=O)N4)c3)=NO2)C[C@@H]1C(N)=O (stereo partly drawn),x,0,x,x,0.46,-1,-26,-2,6
O=C1N(Nc2ccccc2)C(c2ccc(Br)cc2)C12CCCCC2 (stereo not drawn),-8,-1,0.3,1,x,-3,-4[20 µM],-6,3
CCC(=O)NNc1cccc(Cl)n1,-1,-14,-0.7,-2,x,0,-3[20 µM],1,22
COc1ccc([C@H]2[C@@H](C#N)[C@H](C#N)N3CCCN23)cc1,4,-11,0.1,0,0.85,7,-24[20 µM],0,9
Cc1ccccc1C(=O)N1CCC(C(=O)N2CCN(S(=O)(=O)c3ccccc3F)CC2)CC1,-6,6,0.8,3,0.089,11,-3,22,20
C/C(=N\NC(=S)NCc1ccccc1)c1ccc2ccccc2c1OC(F)F,-3,-10,0.6,-1,1.4,0,-15,-6,9
Cc1ccc2ncccc2c1NS(=O)(=O)c1ccccc1,-4,-1,-0.5,-2,x,-2,-20,0,10
CN(C)S(=O)(=O)N1CCN(c2ccc([N+](=O)[O-])c(NC3CC3)c2)CC1,5,-1,0.0,-2,-1,-4,-15,-8,4
Cc1c(C(=O)N2CCN(c3ccccn3)CC2)cccc1[N+](=O)[O-],-6,3,0.7,-3,1.4,-4,-6,-12,4
CCOC(=O)c1c[nH][nH]c1=O,3,2,1.5,1,0.45,2,-17,-1,6
CCCN1CCC(NC(=O)Nc2ccc([N+](=O)[O-])cc2)CC1,1,-29,0.3,2,0.57,-8,-19,-5,-4
CC(C)(C)Nc1nc2cc([N+](=O)[O-])ccc2o1,8,1,1.6,-2,-1.1,0,-9,-4,5
CC(=O)c1c(C)[nH]c(C(=O)NCCc2ccc(Cl)cc2)c1C,5,-2,2.6,-2,-0.14,-4,-26,-7,3
O=C(Nc1ccc2c(c1)OCO2)c1ccc2c(c1)OCO2,-6,-7,0.4,3,1.1,-6,-16,-6,9
CSc1nc(=O)n2cc(C)ccc2n1,4,-6,0.6,1,x,-3,-6,1,0
CCCSc1ccc(C(=O)Nc2ccc(F)cc2F)cn1,0,-15,0.4,-1,-1.9,-2,-22,1,-3
COc1ccc(-n2c(C)cc(/C=C3/SC(=S)N(C)C3=O)c2C)cc1,2,-2,0.2,1,-0.52,0,-26,1,6
CC(C)(C)n1nnnc1C(c1cccc(C(F)(F)F)c1)N1CCC(O)CC1 (stereo not drawn),4,19,0.4,-1,x,-1,-26,-2,3
N#C/C(=N\Nc1ccccc1F)c1nc(-c2ccccc2)cs1,0,1,0.9,-3,-0.18,1,-14,-6,10
Cc1nnc(SCc2cc(=O)[nH]c(/N=C(\N)Nc3ccccc3Sc3ccccc3)n2)s1,-1,x,0.6,-1,-0.29,2,-12,-1,7

# Some values from the list:
# Cc1ccccc1C(=O)N1CCC(C(=O)N2CCN(S(=O)(=O)c3ccccc3F)CC2)CC1 in KCC2 mod: 0.089
# CCOC(=O)c1c[nH][nH]c1=O in KCC2 mod: 0.45

# (cont.)
SMILES,p97 inhibitor,hK5 inh,PERK inhibitor,Wee1 degr inh,KCC2 mod,FXIa inh,Furin inhibitor,thrombin 1536,FXIIa inh 1536
S=C1NC2=C(CCCC2=C2SCCS2)C(c2ccccc2)N1 (stereo not drawn),-1,-4,-0.1,1,1.7,2,-8,-7,3
O=C(NNS(=O)(=O)c1ccc2ccccc2c1)NC1CCCCC1,0,-8,-0.4,0,-0.96,-1,-15,-3,-4
COc1cccc(C(=O)NCC(=O)NNc2ncnc(N)c2[N+](=O)[O-])c1,-2,-12,0.2,-3,0.044,-1,-17,-6,8
C=CCc1ccc(OCCOc2cccc3cccnc23)c(OC)c1,-3,-4,-0.7,-1,-1.2,5,-24,-3,10
COc1ccccc1NC(=O)C1=C(C)NC2=C(C(=O)CCC2)C1c1ccc2c(c1)OCO2 (stereo not drawn),-6,0,-1.4,0,-0.81,-4,-10,2,5
Cc1ccc(C2(C)NC(=O)N(CC(=O)Nc3ccc4c(c3)OCO4)C2=O)cc1 (stereo not drawn),-2,-7,0.0,-2,-0.088,2,-14,1,11
COc1ccc(S(=O)(=O)N2CCN(CC(=O)Nc3cccc(F)c3)CC2)cc1,4,-13,-0.1,0,0.046,-3,-20,1,8
CCN(CC)c1ccc(NC(=O)CSc2ccsc2[N+](=O)[O-])c(C)c1,1,-47,0.1,4,0.84,5,-3,-7,4
O=C(c1cccc2c1-c1ccccc1/C2=N/O)N1CCCCC1,1,-1,0.0,-1,0.96,13,0,4,17
COc1cccc(CN(CC(=O)NCC2CCCO2)C(=O)CNS(=O)(=O)c2ccccc2)c1 (stereo not drawn),1,x,-1.0,1,0.89,x,-8[20 µM],x,x
CC1(C)CC2CC(C)(CN2CC(O)COc2ccccc2)C1 (stereo not drawn),0,-2,0.1,-2,0.91,-6,-29,15,11
CCCCN(CCCC)CCCNC(=O)c1ccc2nc(-c3ccccc3NC(C)=O)c(=O)[nH]c2c1,0,-10,-1.0,4,0.88,-3,-14,-2,8
c1ccc(CSc2ccc(-c3ccc4c(c3)OCO4)nn2)cc1,-3,0,0.5,-2,0.012,0,-9,-2,7
O=C(O)/C=C/C(=O)Nc1ccc2c(c1)NC(=O)CO2,3,-3,0.6,3,1.2,1,-6,-8,-1
Cc1nccn1CCN(C)Cc1cn(Cc2ccccc2)nc1-c1ccc2c(c1)OCO2,-6,-2,-1.1,-2,-0.16,-1,-19,-3,9
NS(=O)(=O)c1ccc2c(c1)C1C=CCC1C(C1CC=CCC1)N2 (stereo not drawn),8,2,0.0,2,4.7*,-2,-5[20 µM],1,12
COc1ccc(N=Nc2cnc(C)nc2-c2ccccc2)cc1,-1,2,0.0,1,x,-10,-7[20 µM],-15,-3
CCOC(=O)C(=O)Nc1sc(C(=O)N(CC)CC)c(C)c1C#N,4,3,1.3,-1,0.14,0,-14,-4,9
CCc1cccc(CC)c1NC(=S)NC(C)c1ccccc1 (stereo not drawn),4,-13,-0.2,1,-1.3,7,-34,-1,11
COc1nc(Oc2ccc(=O)n(C)n2)nc(N(C)C)n1,0,8,0.5,1,x,5,-24,2,14
